SIAE primary: inhibitors of human sialic acid acetylesterase SIAE; Q9HAT2; SIAE FP-Rh probe binding, fluorescence polarization; inhibition, % at 9.66 µM; 370,000 tested, 0.69% active;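 active = inhibition above a cutoff: mean of compounds within the control limits plus 3 SD of those, cut at about 17% in these data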;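 also: 0% = plate median of compound wells and 100% = probe without SIAE protein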
Target sequence (Q9HAT2 whole entry, looked up): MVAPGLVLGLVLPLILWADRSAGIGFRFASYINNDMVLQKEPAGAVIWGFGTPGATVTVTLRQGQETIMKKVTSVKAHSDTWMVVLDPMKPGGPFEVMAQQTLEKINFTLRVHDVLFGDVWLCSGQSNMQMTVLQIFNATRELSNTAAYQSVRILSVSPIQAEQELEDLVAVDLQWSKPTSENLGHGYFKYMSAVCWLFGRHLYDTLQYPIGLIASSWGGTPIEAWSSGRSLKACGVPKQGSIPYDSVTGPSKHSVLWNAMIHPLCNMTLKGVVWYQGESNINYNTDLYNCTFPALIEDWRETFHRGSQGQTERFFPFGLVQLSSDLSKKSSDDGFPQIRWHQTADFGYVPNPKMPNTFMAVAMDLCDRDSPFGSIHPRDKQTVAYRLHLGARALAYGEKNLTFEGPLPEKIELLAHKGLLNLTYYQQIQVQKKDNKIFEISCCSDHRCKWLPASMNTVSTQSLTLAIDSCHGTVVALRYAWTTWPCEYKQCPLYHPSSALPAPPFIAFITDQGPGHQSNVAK
UHRF1 binding: blocks human UHRF1 binding to methylated DNA; Q96T88; 370,000 tested, 0.75% active; UHRF1 binding to methylated oligo, TR-FRET; inhibition, % at 4.4 µM; in the data active = inhibition above about 21%;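 also: UHRF1 SRA domain binding a hemimethylated CpG hairpin DNA probe; 0% = median of test compound wells and 100% = reference inhibitor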
DDE Tn7 FP inh: DD(E)-Tn7 binding inhibition, primary FP screen; P02675; FP displacement of FITC-Tn7 peptide from fibrin DD(E); 0% = median of compound wells per plate; inhibition, % at 8.3 µM; 370,000 tested, 0.13% active; AID 720508;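 active = inhibition above the mean of compounds falling within the control limits plus 3 SD of them, cut at about 14% in these data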;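 also: 0% = plate median of compound wells and 100% = 10 µM Aha-Tn7 peptide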
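Assay system: human fibrin DD(E) protein / Input: 2 µM fibrin DD(E) / Benchmarks: high control of 10 µM Aha-Tn7 peptide / Measured by: fluorescence polarization of the labelled Tn7 tracer / Medium: Tris buffer with calcium and detergent, pH 7.8 / Timing: 10 min compound pre-incubation, 3 h probe incubation at room temperature / Repeats: one replicate per compound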
HTRA1 inh: HTRA1 (human) protease inhibition | Q92743 | recombinant HTRA1, FP-rhodamine activity-based probe, fluorescence polarization | inhibition, % at 5.96 µM | 340,000 tested, 0.5% active | AID 504803; in the data active = inhibition above about 36%;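 also: 0% = enzyme with DMSO and 100% = wells lacking enzyme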
ABHD4 inh: inhibits mouse alpha/beta hydrolase domain 4; AID 720543; inhibition, % at 8.92 µM; purified mABHD4, FP-Rh probe fluorescence polarization; 370,000 tested, 0.54% active; Q8VD66;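 active = inhibition exceeding the mean over every tested compound plus 3 SD, cut at about 30% in these data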;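 also: 0% = plate median of compound wells and 100% = S159A mutant with DMSO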
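assay system = mABHD4 protein | compound dosing = single nominal dose of 8.92 µM, 0.89% DMSO final | read-out basis = percent inhibition of probe binding, normalized to plate controls | schedule = Enzyme–compound pre-incubation 45 min, then probe 60 min, both 25 °C | detection = fluorescence polarization, excitation 525 nm, emission 598 nm, BODIPY TMR filters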
LEDGF integ inh: blocks HIV-1 LEDGF/p75-dependent DNA integration. TR-FRET IN-LEDGF/p75 DNA integration, Eu/Cy5. inhibition, % at 3.7 µM. 370,000 tested, 0.64% active;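 active = inhibition above the screen-wide mean plus 3 SD, cut at about 13% in these data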;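 also: signal is the Cy5 over europium emission ratio at 671 and 618 nm; 0% = plate median of compound wells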
TDP2 absorb: TDP2 (human) inhibition, absorbance primary screen; O95551; recombinant TDP2, T5PNP hydrolysis, p-nitrophenol absorbance 415 nm; inhibition, % at 12.8 µM; 370,000 tested, 0.34% active;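 active = inhibition above the mean of all tested compounds plus 3 SD, set per campaign, cut at about 25% in these data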;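 also: 0% = DMSO with enzyme and 100% = buffer with substrate but no TDP2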
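System – recombinant human TDP2 · Amount – 120 nM TDP2 per well · Buffer or medium – Mg2+-containing Tris-HCl buffer, pH 7.5 · Reagent – T5PNP substrate, 5 mM · Dosing – 12.8 µM single point, 1% DMSO · Incubation – 2 h at 37 °C · Measured by – epi absorbance · Read-out basis – percent inhibition · Benchmarks – high control without enzyme, low control DMSO plus TDP2 · Repeats – singlicate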
PRMT1 inh: PRMT1 (human) inhibition, primary screen. Q99873. recombinant PRMT1, activity-based probe fluorescence polarization. inhibition, % at 2.79 µM. 370,000 tested, 1.3% active;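 active = inhibition above about 21% made by adding two undisclosed values, limit read from the data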
Target sequence (Q99873 whole entry, looked up): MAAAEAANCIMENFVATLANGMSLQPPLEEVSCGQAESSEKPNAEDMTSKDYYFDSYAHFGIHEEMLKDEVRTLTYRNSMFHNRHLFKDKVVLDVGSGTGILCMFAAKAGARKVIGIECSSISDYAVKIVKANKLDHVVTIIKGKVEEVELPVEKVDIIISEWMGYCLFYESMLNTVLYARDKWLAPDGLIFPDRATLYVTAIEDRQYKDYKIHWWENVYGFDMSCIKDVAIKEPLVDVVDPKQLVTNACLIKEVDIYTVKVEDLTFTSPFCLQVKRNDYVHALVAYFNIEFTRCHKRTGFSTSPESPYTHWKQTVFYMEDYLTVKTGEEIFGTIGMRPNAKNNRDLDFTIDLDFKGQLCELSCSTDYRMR
PG9 Ab binder: binds the HIV-1 gp120 antibody PG9; 360,000 tested, 0.43% active; TR-FRET gp120-PG9 antibody binding; inhibition, % at 6.7 µM; in the data active = inhibition above about 8.5%
TCR-CD3 inh: inhibitors of human TCR-CD3 interaction | inhibition, % at 9.4 µM | TAMRA-labeled TCR probe fluorescence, biochemical | 360,000 tested, 0.37% active; in the data active = inhibition above about 19%;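 also: recombinant mutant TCR 2C K166C tagged with TAMRA read by polarization; 0% = receptor in buffer alone and 100% = receptor with positive control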
* marks the source's active call; other numbers are inactive results; . = not tested or not shown.

structure,SIAE primary,UHRF1 binding,DDE Tn7 FP inh,HTRA1 inh,ABHD4 inh,LEDGF integ inh,TDP2 absorb,PRMT1 inh,PG9 Ab binder,TCR-CD3 inh
COCCCNC(=S)NCCCNc1nc2cc3c(cc2cc1C#N)OCO3,-2,-3,-4,10,1,0,-6,-2,-1.6,-2
COc1ccc(C2=NOC3(CC(=O)N(c4ccc(Cl)cc4)C3=O)C2)c(OC)c1 (stereo not given),6,0,-3,-9,-4,0,-5,2,-0.6,0
Cc1cc(OCc2cc(C(=O)N(Cc3nccn3C)C(C)C)no2)cc(C)c1Cl,0,3,-4,-8,-2,1,-5,1,-2.0,5
CCOc1ccc(NC(=O)CN2CCN(C(=O)c3ccco3)CC2)cc1S(=O)(=O)N1CCCC1,4,5,3,1,-4,4,0,3,2.6,-9
CCCNC(=O)c1cc(S(=O)(=O)N2CCC3(CC2)OCCO3)ccc1F,-2,0,-2,1,-1,-7,4,2,0.5,-7
CCOc1ccc(OCC(=O)OC(C)C(=O)Nc2ccc(Cl)cn2)cc1 (stereo not given),-1,0,5,-9,-10,4,4,4,1.6,-4
Cc1cc(-c2ccccc2N)n[nH]1,-3,-3,0,2,5,2,3,-2,-2.4,6
CCOC(=O)C1(Cc2cccc(OC)c2)CCCN(Cc2cc(OC)c(O)c(OC)c2)C1 (stereo not given),5,-2,5,5,1,-2,2,-1,-0.2,5
CC1(C(=O)NS(=O)(=O)c2ccccc2Cl)CCN1C(=O)Cc1ccccc1 (stereo not given),-9,-2,0,.,-2,-5,9,0,-1.0,8
Cc1ccc(OCCN2CCC2(C)C(=O)Nc2ccc3c(c2)OCCO3)cc1 (stereo not given),2,1,3,.,-2,-1,5,2,1.5,-1
Cc1cc(C)c2sc(NC(=O)CN3C(=O)CCC3=O)nc2c1,1,6,0,1,-9,5,-8,-6,2.1,-1
CC(C)(C)OC(=O)NCc1ccc(NC(=O)c2nc[nH]c2C(=O)NCCCCCCNC(=O)c2[nH]cnc2C(=O)Nc2ccc(CNC(=O)OC(C)(C)C)cc2)cc1,-5,4,4,-3,-5,-1,-14,-1,2.3,-7
CCCOc1ccc(C(=O)CCC(=O)NNC(=O)c2cccs2)cc1,-1,-1,0,11,6,3,-7,-3,-0.6,5
Nc1n[nH]c2cc(=O)n(-c3ccc(Cl)cc3)nc12,10,-13,0,24,11,-2,5,6,-3.8,5
O=C(NNc1ccc(C(F)(F)F)cc1[N+](=O)[O-])c1ccc(NS(=O)(=O)c2ccc(F)cc2)cc1,13,-1,-3,38*,12,-3,3,12,-3.3,5
Fc1ccc(C(c2nnnn2C2CCCCC2)N2CCCC2)cc1 (stereo not given),-4,5,-4,5,-5,2,3,-1,-0.9,-2
CCC(C)[C@H](NC(=O)CCn1nnc2ccccc2c1=O)C(=O)O (stereo not given in full),4,-2,0,13,-4,2,10,-3,-1.3,-3
CC1=C(C(=O)OCc2ccccc2)C(c2ccc(Cl)cc2)NC(=O)N1CCCCCC(=O)O (stereo not given),11,3,7,-2,-7,2,-11,4,1.1,-8
O=C(NCCc1c[nH]c2ccccc12)c1cnc2n(c1=O)CCS2,-3,5,0,1,1,-7,-8,7,-0.4,6
O=C(Cc1cccs1)Nc1nnc(SCC(=O)N2CCCCC2)s1,5,-2,5,-1,7,0,7,-4,1.2,-4
Cc1nn(-c2ccccc2)c(C)c1NC(=O)Cc1cccs1,6,0,-4,-1,0,3,-4,-4,0.0,8
Cc1nc(S(=O)(=O)Nc2ccc3c(c2)OCCO3)cn1C,5,-1,-8,.,-6,-1,-6,-2,-1.2,2
CC1=C(C(=O)Nc2ccccc2)C(c2ccccc2)N2C(=O)CSC2=N1 (stereo not given),-85,1,7,-29,-54,1,5,9,-1.2,8
Cc1cc(NC(=O)c2ccc(F)cc2)n(-c2ccccn2)n1,-8,-4,-4,-14,-3,-4,1,3,-0.1,-2
Cc1ccc(P(=O)(CO)c2ccc(C)cc2)cc1,1,1,0,7,3,-1,-7,1,2.5,-6
COc1ccc(C(=O)NCC2CCCCC2)cc1S(=O)(=O)N1CCCC1,-3,5,5,5,-3,1,2,3,2.7,-3
CCC(C)C(=O)Nc1ccc([N+](=O)[O-])cc1OC (stereo not given),-9,0,-1,3,9,-3,3,2,-0.9,3
CNC(=O)c1cccc(NC(=O)CCCNC(=O)c2ccc(Cl)cc2)c1,0,0,-1,-3,4,-3,5,6,-0.2,-3
CCOc1ccc(NC(=O)CN(C)C(=O)c2cccnc2SC)cc1OCC,-3,3,10,4,2,-6,9,2,-0.4,-8
O=C(COC(=O)Cc1ccc(Br)cc1)NCc1ccc(F)cc1,7,1,3,-2,0,-4,13,1,1.3,-8
Cc1cccc(NC(=O)CN2C(=O)N/C(=C/c3cc(C)n(-c4ccncc4)c3C)C2=O)c1,-12,-3,3,-14,-5,-1,5,0,1.0,5
CCc1cc(=O)oc2cc3occ(C)c3cc12,9,-8,3,-8,7,-2,-2,-2,-0.7,4
Cc1ccc(S(=O)(=O)N2C[C@H]3[C@H]4C(=O)N(c5ccccc5)C(=O)[C@H]4C[C@H](OC(=O)NC4CC4)[C@@]3(O)C2)cc1,-8,-2,5,-6,-1,1,2,0,0.3,0
C=CCSc1nc(-c2ccc3c(c2)OCO3)cc(C(F)(F)F)c1C#N,-6,-4,-4,-10,3,6,7,0,-1.8,4
Cc1cc(C)c(C)c(S(=O)(=O)N2CCC(C(=O)NCc3cccs3)CC2)c1C,-14,0,-7,-13,-9,6,-14,0,0.5,8
O=C(Nc1ccc(NC(=O)c2ccco2)nc1)c1ccccn1,-2,-1,5,-3,8,3,11,3,0.2,-1
CC(C)CCNC(=O)CCCC1=NS(=O)(=O)c2ccccc2N1,7,2,-3,9,3,-2,-10,9,-1.3,6
COCCCN(C(=S)NC(=O)c1ccc(Br)cc1)c1c(N)n(Cc2ccccc2)c(=O)[nH]c1=O,2,-5,6,3,2,3,3,1,0.0,-4
Cc1ccc(NC(=O)CC(C)S(=O)(=O)c2ccc3c(c2)NC(=O)CO3)c(Cl)c1 (stereo not given),3,0,1,-2,3,4,-3,0,-0.7,0
CC(=O)c1sc2nc(-c3ccc(C)cc3)c3c(c2c1N)CCCC3,0,-5,-9,-23,-2,2,8,10,2.2,4
C=CCNC(=O)C1(c2ccccc2)CC1(Cl)Cl (stereo not given),6,-3,2,5,1,-2,8,1,0.5,6
COc1ccc(S(=O)(=O)Nc2nnc(CC(C)(C)C)s2)cc1,-3,1,7,4,-3,2,-12,19,2.9,-8
O=C(NCC(c1ccco1)N1CCCC1)c1cccc(S(=O)(=O)Nc2ccc(Br)cc2)c1 (stereo not given),4,1,5,-4,2,-2,-7,1,-3.3,7
Cc1cccc(N2CCN(C(=O)c3ccccc3OCc3c(C)noc3C)CC2)c1C,-1,4,-8,-6,5,5,-1,-2,-1.8,0
O=C(CCn1nnnc1CN1CCOCC1)N1CCC(c2ccccc2Cl)C1 (stereo not given),3,0,-1,1,6,1,12,1,-0.5,6
c1ccc(-c2cnc(C3CCCCC3)o2)cc1,-7,1,0,2,-5,-1,-2,1,0.9,-4
COc1ccc(CC(=O)NCC(=O)NCc2cc(=O)n(C)c(=O)n2C)cc1,-2,-2,0,3,-1,3,10,-1,-1.0,8
Cc1cc(N2CCN(C)CC2)nc2ccc(NC(=O)c3ccc(Br)o3)cc12,2,0,-1,0,5,0,8,-1,0.6,-9
COC(=O)CN1CCN(C(=O)c2csc3ccccc23)CC1,5,-2,-2,.,4,-5,-2,6,.,.
Cc1ccc(-n2c(C)cc(C3=NNC(=NC4CC4)SC3)c2C)cc1C,-4,-2,-11,13,7,4,-5,11,-3.8,-2
Cc1ccc(C(=O)N/C(=C\c2ccc(-c3ccc(Br)cc3)o2)C(=O)NC2CCS(=O)(=O)C2)cc1 (stereo not given),6,0,1,-1,7,3,6,-1,0.3,-9
CCOc1ccc(NC(=O)C(=O)NCCCn2ccnc2)cc1,1,-5,2,-5,8,5,-5,-5,0.0,-1
CC(Sc1nc2ccccc2s1)C(=O)NC1CCCc2ccccc21 (stereo not given),7,-1,-10,-26,2,1,-10,2,-4.1,-1
CC(=O)n1cc([C@@H]2C=C(C(=O)N3CCN(Cc4ccc5c(c4)OCO5)CC3)O[C@H](OCc3ccc(CO)cc3)C2)c2ccccc21,-4,1,-5,-45,-5,2,-12,0,-1.4,7
COc1cccc(C2NC(=O)NC(C)=C2C(=O)Nc2ccc(C)cc2)c1 (stereo not given),-3,2,-8,-16,1,-2,2,-6,1.4,1
Cc1ccc(CN2CC(C(=O)NCC(=O)Nc3c(C)cccc3C)CC2=O)cc1 (stereo not given),-1,0,10,1,5,1,10,-1,0.6,-4
O=C(NCc1ccccc1)c1onc(CS(=O)(=O)c2ccc(Cl)cc2)c1C(=O)NCc1ccccc1,7,-1,1,-9,3,-3,10,2,-2.5,7
COC(=O)[C@]12C[C@H](CC(=O)NCCc3ccccc3OC)C(=O)N(Cc3ccco3)C1=C[C@H](COCc1ccccc1)O[C@@H]2C,8,2,-4,.,-1,3,0,5,.,.
Cc1ccc(NC(=O)Cn2cccc2)cc1C,-6,-5,-7,-4,3,2,5,-4,-1.7,6
Cn1c(=O)c2sccc2n2c(CCCC(=O)NC3CCN(Cc4ccccc4)CC3)nnc12,4,6,4,2,1,-1,20,0,0.2,1
O=C(NCCc1nc(-c2ccc(F)cc2)no1)c1ccc(F)cc1,-2,-1,-6,-2,4,-1,-4,-2,-2.0,4
N#Cc1cc([N+](=O)[O-])ccc1NC(=O)COC(=O)C1CC2CCCC(C1)C2=O (stereo not given),-3,2,9,2,-1,-5,-6,2,0.2,0

Compounds shown so far containing a CF3 group (2):
structure,SIAE primary,UHRF1 binding,DDE Tn7 FP inh,HTRA1 inh,ABHD4 inh,LEDGF integ inh,TDP2 absorb,PRMT1 inh,PG9 Ab binder,TCR-CD3 inh
O=C(NNc1ccc(C(F)(F)F)cc1[N+](=O)[O-])c1ccc(NS(=O)(=O)c2ccc(F)cc2)cc1,13,-1,-3,38*,12,-3,3,12,-3.3,5
C=CCSc1nc(-c2ccc3c(c2)OCO3)cc(C(F)(F)F)c1C#N,-6,-4,-4,-10,3,6,7,0,-1.8,4

Screens (PubChem BioAssay)
